# AMA1 RON2 block = qHTS for Inhibitors of AMA1-RON; Towards Development of Antimalarial Drug Lead: Primary Screen | Plasmodium falciparum AMA1 (3D7) - RON2 peptide interaction | AlphaScreen AMA1-biotinylated RON2 peptide binding | Potency, µM (top dose mostly 58.2 µM), for inactives: at the highest dose activity change, negative = inhibition, hits mostly inhibitors | hit rate 0.2% among 360,000;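 also: potency is read from the fitted curve at half-maximal effect; 0% = vehicle wells and -100% = peptide control; nearly all actives have a fitted effect of over 45% in size; some results filed as inactive show a strong effect at the top dose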
#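 AMA1 (3D7) with his tag at 25 nM final met compounds first, then biotinylated RON2 peptide at 25 nM; detection used donor plus acceptor beads, 10 µg/mL apiece, read by AlphaScreen after 30 min at room temperature.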
# TbPYK inhibitor = qHTS of Trypanosoma Brucei Inhibitors | hit rate 0.12% among 410,000 | TbPYK enzyme, Kinase-Glo Plus ATP luminescence, 45 min | Potency, µM (series often up to 76.8 µM), without a hit: at the top dose activity, negative = inhibition, actives largely listed as inhibitors | AID 624173, 2012 | pyruvate kinase (Trypanosoma brucei), Q57TT1; also: potency is read from the fitted curve at half-maximal effect; % is scaled to controls: 0 for no effect and ±100 for the full control effect; nearly all actives have a fitted effect of over 50% in size
#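 ADP (130 uM final) triggers the TbPYK reaction after compound addition; incubation is 45 min at room temperature. Kinase-Glo Plus is then added and luminescence imaged. Normalized data are fitted to concentration-effect curves.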
# CHX counter = Cycloheximide Counterscreen for Small Molecule Inhibitors of Shiga Toxin; AID 2314, 2010; max response, %; cell reporter, cycloheximide protein synthesis inhibition counterscreen; hit rate 12% among 300,000; in the data active = max response mostly above about 13%, no sharp cut-off; inactive = mostly below about 14%; also: read at 38.3 µM for the half of the compounds with a filed dose; 0% is about no effect
# LmPK inh = qHTS Assay for Inhibitors of Leishmania Mexicana Pyruvate Kinase (LmPK) | purified LmPK, Kinase-Glo ATP luminescence, 1 h | Potency, µM (top dose mostly 57.5 µM), without a hit: at the highest dose activity change, negative = inhibition, usual class: inhibitors | hit rate 0.37% among 290,000 | AID 1721, 2009; also: potency is read from the fitted curve at half-maximal effect; % is scaled to controls: 0 for no effect and ±100 for the full control effect
# Target sequence (Q27686 whole entry, looked up): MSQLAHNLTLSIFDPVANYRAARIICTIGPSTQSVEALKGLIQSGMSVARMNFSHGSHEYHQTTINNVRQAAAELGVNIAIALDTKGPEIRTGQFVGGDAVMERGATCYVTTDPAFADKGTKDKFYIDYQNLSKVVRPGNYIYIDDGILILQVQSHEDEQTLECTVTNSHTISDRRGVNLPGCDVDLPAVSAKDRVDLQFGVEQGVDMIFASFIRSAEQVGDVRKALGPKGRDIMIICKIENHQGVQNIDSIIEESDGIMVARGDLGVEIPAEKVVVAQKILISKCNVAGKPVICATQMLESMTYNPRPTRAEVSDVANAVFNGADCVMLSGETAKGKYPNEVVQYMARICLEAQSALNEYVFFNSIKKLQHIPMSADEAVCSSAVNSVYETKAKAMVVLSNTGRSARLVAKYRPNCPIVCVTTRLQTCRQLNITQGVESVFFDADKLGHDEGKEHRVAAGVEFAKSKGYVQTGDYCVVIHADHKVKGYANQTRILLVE
#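 Screened at intermediate enzyme activity to detect both inhibitors and activators: LmPK at 0.1 nM, with a 0.5 nM enzyme column as activation reference. PEP 0.5 mM, ADP 0.1 mM; ATP detected by luminescence after 1 h.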
# Pf growth 48h = Primary qHTS for delayed death inhibitors of the malarial parasite plastid, 48 hour incubation. hit rate 5.9% among 310,000. P. falciparum luciferase growth in erythrocytes, 48 h. Potency, µM (highest dose often 28.7 µM), without a hit: at the highest dose activity change, negative = inhibition, hits mostly inhibitors; also: potency is read from the fitted curve at half-maximal effect; % is scaled to controls: 0 for no effect and ±100 for the full control effect
#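 Luciferase-expressing parasites in RBCs, 2% Hct / 0.1% parasitemia final; RPMI 1640 + 0.5% Albumax; 37 C, 5% CO2, one generation; luminescence read-out, lower signal = inhibition.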
# Pf growth 96h = Primary qHTS for delayed death inhibitors of the malarial parasite plastid, 96 hour incubation; P. falciparum luciferase reporter growth, 96 h; Potency, µM (series often up to 28.7 µM), for the others: top-dose activity change, negative = inhibition, most hits filed as inhibitors; hit rate 6.9% among 320,000; also: potency is read from the fitted curve at half-maximal effect; % is scaled to controls: 0 for no effect and ±100 for the full control effect
#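 Readout is luminescence from an integrated firefly luciferase in P. falciparum. Red cells, 2% hematocrit and 0.05% parasitemia final, were cultured with compound through two parasite generations (96 hours) at 37 C, 5% CO2.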
# Shiga inhibitor = A qHTS for Small Molecule Inhibitors of Shiga Toxin. inhibition, % at 38.7 µM. hit rate 9.2% among 290,000. Vero cells, Shiga toxin protein synthesis inhibition reporter; in the data active = inhibition mostly above about 28%, no sharp cut-off; inactive = mostly below about 43%; also: 0% is about no effect
# * = called active by the depositor; ? = inconclusive; nt = no result given; [ ] = another dose, or the depositor's remark. Unless noted, calls follow the shape of the dose curve; as a rule, active = well fitted curve in the direction sought with a large enough effect; inconclusive = small, poorly fitted or top-dose-only effect, or another doubt; inactive = no such curve, though single readings can be large; an effect the other way counts as inactive or inconclusive. Rows are unselected. Share with any hit: about 21%.
# Preview, 17 compounds:
SMILES,AMA1 RON2 block,TbPYK inhibitor,CHX counter,LmPK inh,Pf growth 48h,Pf growth 96h,Shiga inhibitor
O=C(NCCCN1CCCC1=O)c1cncc(Br)c1,31%[activator],-1%,3,-1%,1%,1%,10
COCCOc1ccc(C(F)(F)F)cc1NC(=O)c1ccc(C)cc1,-3%,-2%,-4,-5%,11%,-24%,-6
Cc1nc(NS(=O)(=O)c2ccccc2)sc1C(C)(C)C,-20%,-7%,-2,0%,16%,?,-3
CN(C)/N=C/c1ccc(Sc2ccccc2[N+](=O)[O-])o1,?,-6%,-2,2%,17%,39%[activator],-2
CC(Oc1ccc(Cl)cc1Cl)C(=O)NCCC1=CCCCC1 (centres undefined),14%,-10%,-1,-5%,-28%,?,-7
CC(=O)Oc1c(C)cc(Cl)cc1C(=O)Nc1ccc([N+](=O)[O-])cc1Cl,-2%,-8%,74*,-1%,?,31%[activator],128*
NC(=O)COc1ccc(Cc2ncc(C(F)(F)F)cc2Cl)cc1,18%,2%,0,0%,-10%,?,-13
O=C(CSC1=NS(=O)(=O)c2cc(Cl)ccc2N1)NCc1ccccc1,7%,1%,nt,nt,?,25%,nt
O=C(N/N=C/c1ccccn1)c1ccc([N+](=O)[O-])cc1,45%[activator],1%,36*,-2%,?,8.3µM*,100*
Cc1cc2c(cc1S(=O)(=O)N1CCOCC1)NC(=O)CO2,-7%,0%,2,-3%,11%,-1%,-2
COc1ccc(CCNS(=O)(=O)c2cc(C(=O)O)c(Cl)cc2Cl)cc1,1%,2%,-6,0%,-31%[1.15 µM],-40%[1.15 µM],6
COCCCNC(=S)N/N=C/c1ccc(OC)cc1,34%[activator],-4%,10*,-1%,-53%,-56%,13
COc1ccc2c3n(nc2c1)CCN=C3c1cc(Cl)c(N)c(Cl)c1,-9%,-9%,nt,nt,13µM*,?,nt
O=c1[nH]c2ccccc2n1Cc1ccc(Cl)cc1,0%,-1%,-8,2%,12%,nt,-19
COc1cccc(-c2ccc(SCC(=O)N3CCc4ccccc43)nn2)c1,nt,nt,-2,-2%,29%,0%,-6
CCOC(=O)N1CCc2c(sc(NC(=O)c3ccc(Cl)s3)c2C(N)=O)C1,nt,nt,8,-14%,?,13µM*,-10
CC(=O)Nc1ccc(NC(=O)c2cc(-c3ccccc3)nc3ccccc23)cc1,23%,-1%,3,0%,-19%,12%,15

# Results, repeating the preview:
SMILES,AMA1 RON2 block,TbPYK inhibitor,CHX counter,LmPK inh,Pf growth 48h,Pf growth 96h,Shiga inhibitor
O=C(NCCCN1CCCC1=O)c1cncc(Br)c1,31%[activator],-1%,3,-1%,1%,1%,10
COCCOc1ccc(C(F)(F)F)cc1NC(=O)c1ccc(C)cc1,-3%,-2%,-4,-5%,11%,-24%,-6
Cc1nc(NS(=O)(=O)c2ccccc2)sc1C(C)(C)C,-20%,-7%,-2,0%,16%,?,-3
CN(C)/N=C/c1ccc(Sc2ccccc2[N+](=O)[O-])o1,?,-6%,-2,2%,17%,39%[activator],-2
CC(Oc1ccc(Cl)cc1Cl)C(=O)NCCC1=CCCCC1 (centres undefined),14%,-10%,-1,-5%,-28%,?,-7
CC(=O)Oc1c(C)cc(Cl)cc1C(=O)Nc1ccc([N+](=O)[O-])cc1Cl,-2%,-8%,74*,-1%,?,31%[activator],128*
NC(=O)COc1ccc(Cc2ncc(C(F)(F)F)cc2Cl)cc1,18%,2%,0,0%,-10%,?,-13
O=C(CSC1=NS(=O)(=O)c2cc(Cl)ccc2N1)NCc1ccccc1,7%,1%,nt,nt,?,25%,nt
O=C(N/N=C/c1ccccn1)c1ccc([N+](=O)[O-])cc1,45%[activator],1%,36*,-2%,?,8.3µM*,100*
Cc1cc2c(cc1S(=O)(=O)N1CCOCC1)NC(=O)CO2,-7%,0%,2,-3%,11%,-1%,-2
COc1ccc(CCNS(=O)(=O)c2cc(C(=O)O)c(Cl)cc2Cl)cc1,1%,2%,-6,0%,-31%[1.15 µM],-40%[1.15 µM],6
COCCCNC(=S)N/N=C/c1ccc(OC)cc1,34%[activator],-4%,10*,-1%,-53%,-56%,13
COc1ccc2c3n(nc2c1)CCN=C3c1cc(Cl)c(N)c(Cl)c1,-9%,-9%,nt,nt,13µM*,?,nt
O=c1[nH]c2ccccc2n1Cc1ccc(Cl)cc1,0%,-1%,-8,2%,12%,nt,-19
COc1cccc(-c2ccc(SCC(=O)N3CCc4ccccc43)nn2)c1,nt,nt,-2,-2%,29%,0%,-6
CCOC(=O)N1CCc2c(sc(NC(=O)c3ccc(Cl)s3)c2C(N)=O)C1,nt,nt,8,-14%,?,13µM*,-10
CC(=O)Nc1ccc(NC(=O)c2cc(-c3ccccc3)nc3ccccc23)cc1,23%,-1%,3,0%,-19%,12%,15
CC1CCCC(NCC(=O)Nc2ccc(C(N)=O)cc2)C1C (centres undefined),12%,-3%,-1,0%,-15%,3%,10
NNC(=O)c1ccc(CN2CCCCC2)o1,18%,1%,-3,-3%,11%,-3%,-23
CC(=O)O[C@@H]1C[C@H]2C(C)(C)C(=O)C=C[C@]2(C)[C@H]2CC[C@@]3(C)[C@H](c4ccoc4)OC(=O)[C@H]4O[C@]43[C@@]21C,-20%,0%,2,2%,1.7µM*,3.3µM*,30
O=C(c1ccc(N2CCCCS2(=O)=O)cc1)N1CCN(c2ccc(N3CCOCC3)nn2)CC1,-1%,3%,-5,1%,?,?,-12
CCCCN(CC)Cc1c(C)[nH]c2ccccc2c1=O,19%,5%,11,1%,0%,25%,3
Cc1cc([N+](=O)[O-])nn1CC(=O)Nc1sc2c(c1C(N)=O)CCCC2,-12%,-9%,2,1%,-3%,?,-9
S=C(Nc1ccc(Br)cc1Cl)NC1CCN(Cc2ccccc2)CC1,-13%,-6%,-4,2%,?,?,-11
CCN(CC)C(=O)C[n+]1ccc(C(N)=O)cc1,-7%,0%,9,-8%,27%,?,2
SMILES,AMA1 RON2 block,TbPYK inhibitor,CHX counter,LmPK inh,Pf growth 48h,Pf growth 96h,Shiga inhibitor
Nc1ccc2oc(=O)c(-c3ccccc3)cc2c1,-11%,-6%,36*,1%,nt,53%[activator],56*
CCOC(=O)C1=C(C)Nc2nnnn2C1c1cccc(OC)c1OC (centres undefined),-6%,?,-1,-2%,-23%,123%[activator],-13
Cc1ccc(Cn2nc(C)c(NC(=O)c3nn(C)cc3Cl)c2C)cc1,0%,-4%,-2,2%,-22%,-14%,-5
Cc1ccc(N(C(=O)CNC(=O)c2ccco2)C(C(=O)NC2CCCCC2)c2cccnc2)cc1F (centres undefined),4%,-1%,-2,0%,-16%,-2%,4
CCOC(=O)N1CCN(C(=O)C2CCCN(S(=O)(=O)c3cccnc3)C2)CC1 (centres undefined),-2%,-4%,-5,-1%,nt,?,3
CCCCOC(=O)COc1cc(C)cc2oc(=O)c3c(c12)CCC3,-6%,0%,1,-3%,6%,84%[activator],53
COc1ccc(-c2n[nH]c(C)c2-c2cnn(-c3ccccc3)c2)c(O)c1C,53%[activator],3%,-2,-1%,-1%,?,-2
CCCN1CCN(CCCNC(=O)c2ccc3c(c2)NC(=O)c2ccccc2S3)CC1,5%,0%,-5,0%,?,-5%,-3
O=C(NCCc1c[nH]c2ccccc12)C(=O)NCC1OCCCN1S(=O)(=O)c1ccccc1 (centres undefined),-4%,-8%,-1,1%,9.3µM*,?,4
CCCC1(c2ccccc2)NC(=O)N(CC(=O)Nc2cc(OC)cc(OC)c2)C1=O (centres undefined),-14%,5%,-1,8%,-22%,?,-9
CC(C)(C)c1ccc(C(=O)NNC(=O)c2cccc(Br)c2)cc1,4%,-5%,16*,0%,43%[activator],20%,27

# Screens from PubChem BioAssay.
